Screens: PubChem BioAssay, The Scripps Research Institute Molecular Screening Center
GPR151 activ = activators of human GPR151; Q8TDV0; PathHunter beta-arrestin GPR151 cells, luminescence; activation, % at 11.2 µM; actives 1% (n = 650,000); AID 1508602; in the data active = activation above about 4.9%;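 note: 0% = median of compound wells and 100% = cells with positive control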
Target sequence (Q8TDV0 whole entry, looked up): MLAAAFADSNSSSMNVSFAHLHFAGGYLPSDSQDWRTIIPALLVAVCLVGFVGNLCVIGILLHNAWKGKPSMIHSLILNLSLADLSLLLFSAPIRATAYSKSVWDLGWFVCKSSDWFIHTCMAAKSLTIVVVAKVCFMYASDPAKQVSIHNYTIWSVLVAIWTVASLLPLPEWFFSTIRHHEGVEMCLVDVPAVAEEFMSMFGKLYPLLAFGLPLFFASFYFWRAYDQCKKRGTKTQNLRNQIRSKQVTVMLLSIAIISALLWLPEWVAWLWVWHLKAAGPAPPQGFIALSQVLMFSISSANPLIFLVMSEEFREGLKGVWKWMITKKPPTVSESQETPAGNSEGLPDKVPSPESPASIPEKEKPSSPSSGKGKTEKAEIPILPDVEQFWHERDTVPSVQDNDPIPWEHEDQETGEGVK
FBW7 activator = activators of human E3 ligase FBW7 | normalized activity (activation), % at 26.1 µM | Q969H0 | actives 0.13% (n = 650,000) | AID 1259310 | AlphaScreen FBW7–phospho-cyclin E peptide binding, activator screen; in the data active = normalized activity above about 1.9%;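 note: purified mutant Fbw7 with reduced substrate affinity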
TEAD-YAP inh = TEAD-YAP interaction inhibition; HEK-TIYL cells, TEAD-Gal4/YAP UAS-luciferase luminescence; inhibition, % at 9.12 µM; AID 1259422; actives 1.4% (n = 640,000); in the data active = inhibition above about 32%;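 note: 0% = median of test compound wells and 100% = reference inhibitor wells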
MITF inh = inhibitors of human MITF; AlphaScreen MITF homodimerization, bead proximity signal; O75030; inhibition, % at 2.6 µM; actives 0.91% (n = 650,000); in the data active = inhibition above about 50%;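 note: 0% = vehicle wells with protein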
Target sequence (O75030 whole entry, looked up): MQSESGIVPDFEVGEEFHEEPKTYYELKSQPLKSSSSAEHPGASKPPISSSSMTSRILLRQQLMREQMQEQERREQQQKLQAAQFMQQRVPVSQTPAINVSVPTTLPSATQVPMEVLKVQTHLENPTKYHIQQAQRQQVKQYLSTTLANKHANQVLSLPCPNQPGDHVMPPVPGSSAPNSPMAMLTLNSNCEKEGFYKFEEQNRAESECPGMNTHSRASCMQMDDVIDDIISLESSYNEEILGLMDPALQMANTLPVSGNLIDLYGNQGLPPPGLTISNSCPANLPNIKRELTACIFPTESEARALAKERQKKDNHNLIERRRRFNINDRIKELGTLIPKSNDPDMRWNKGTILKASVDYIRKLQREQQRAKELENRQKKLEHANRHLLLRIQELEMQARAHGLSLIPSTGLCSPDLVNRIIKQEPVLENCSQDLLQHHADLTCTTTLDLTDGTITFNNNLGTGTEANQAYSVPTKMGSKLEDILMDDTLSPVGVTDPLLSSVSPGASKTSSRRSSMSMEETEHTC
Active calls of the source: *; · = no result given. This is a random part of the collection; about 3.4% have a hit in one of these screens.

SMILES	GPR151 activ	FBW7 activator	TEAD-YAP inh	MITF inh
Cc1ccc2oc3c(c(=O)c2c1)C(c1ccncc1)N(CCN1CCOCC1)C3=O (centres undefined)	2.8	0.2	-5.0	3.4
O=C(c1cc2ccccc2o1)n1sc(=O)c2ccccc21	-10.1	0.2	-0.8	18.2
CC(C)n1c(-c2csc3ccccc23)nc2c(NCc3nc4ccccc4[nH]3)ncnc21	0.0	0.2	3.8	12.9
CCOC(=O)c1ccc(NC(=O)N(C)Cc2cn(CC)nc2C)cc1	1.6	0.0	-27.3	-2.9
CC(Cn1c(C(C)C)nc2ccccc21)C(=O)O (centres undefined)	0.1	-0.2	0.9	-9.2
CC(=O)c1cccc(-c2nccc(NCc3cccc(C(F)(F)F)c3)n2)c1	-0.7	0.0	-39.6	-9.8
CCC1(CC)NC(=O)N(CC(=O)OCC(=O)Nc2ccccc2)C1=O	0.6	0.1	5.7	3.6
CC(=O)NC1C(=O)N=C(SCC(=O)N2CCN(c3ccc(F)cc3)CC2)NC1=O (centres undefined)	-0.5	-0.1	-16.3	11.9
O=C(NCCOCc1ccccc1)c1ccccc1-c1ccccc1	1.2	0.0	-8.5	3.8
COCCn1c(=S)[nH]c2cc(C(=O)NC3CCCC(C)C3C)ccc2c1=O (centres undefined)	-1.5	0.8	12.9	13.0
O=C(O)c1ccc(Cl)c(N2C(=O)C3C4C=CC(C4)C3C2=O)c1 (centres undefined)	-0.1	1.3	2.5	6.4
CCc1ccc(OCc2nnc(SC(C)C(=O)OC)n2C)cc1 (centres undefined)	-0.6	0.1	8.0	3.8
O=C(Nc1ccc(O)c(-c2nc3cc(NC(=O)C4CCCCC4)ccc3o2)c1)C1CCCCC1	-0.3	0.3	-2.3	15.6
COc1ccc2[nH]c3nc(SCC(=O)Nc4nnc(C)s4)nnc3c2c1	-0.6	-0.1	-8.5	0.2
COc1cc(/C=N/N=C2\NC(=O)C(CC(=O)O)S2)ccc1OCc1ccccc1F (centres undefined)	-0.3	0.2	-2.6	8.1
Cc1ccc(C(=O)Nc2ccccc2-c2nnn(CC(=O)NC3CCCC3)n2)cc1	0.2	-0.1	7.7	1.0
O=C(Nc1cc(Oc2ccc3c(c2)CCC3)cc([N+](=O)[O-])c1)c1cnn2c(C(F)(F)F)cc(-c3ccco3)nc12	-0.5	-0.1	9.5	-11.0
CCOc1ccc(S(=O)(=O)n2nnc3ccccc32)cc1C	-0.4	0.2	-0.9	1.3
CC1CCc2c(sc(NC(=O)CN3CC(=O)Nc4ccccc43)c2C#N)C1 (centres undefined)	0.3	-0.1	-6.8	8.3
CCOc1ccc2[nH]c(=O)c(CN(C(=O)N3CCOCC3)C3CC3)cc2c1	-0.2	-0.1	0.8	6.5
CCN(CC)N=Nc1c(C)n(C)n(-c2ccccc2)c1=O	0.0	-0.1	-0.7	-13.6
CCc1cc(Br)ccc1NC(=O)C1CCCO1 (centres undefined)	1.5	-0.4	-39.3	8.8
CC(=O)N1CCOc2cc(S(=O)(=O)N3c4ccccc4CC3C)ccc21 (centres undefined)	0.6	0.1	-4.2	-25.7
CS(=O)(=O)N(CC(=O)Nc1ccc(F)cc1)c1ccc(OCc2ccccc2)cc1	1.6	0.2	6.2	2.0

The final 4 entries of the part before lead into the next.
SMILES	GPR151 activ	FBW7 activator	TEAD-YAP inh	MITF inh
CCN(CC)N=Nc1c(C)n(C)n(-c2ccccc2)c1=O	0.0	-0.1	-0.7	-13.6
CCc1cc(Br)ccc1NC(=O)C1CCCO1 (centres undefined)	1.5	-0.4	-39.3	8.8
CC(=O)N1CCOc2cc(S(=O)(=O)N3c4ccccc4CC3C)ccc21 (centres undefined)	0.6	0.1	-4.2	-25.7
CS(=O)(=O)N(CC(=O)Nc1ccc(F)cc1)c1ccc(OCc2ccccc2)cc1	1.6	0.2	6.2	2.0
CC(=O)Nc1ccnn1C1CCN(Cc2ccc(Oc3ncccn3)cc2)CC1	2.2	0.1	4.6	7.9
COC(=O)c1ccc(CC2(C)C(=O)Nc3ccc(-c4cccnc4)cc32)o1 (centres undefined)	0.5	0.6	13.2	17.8
CCCCNC(=O)c1ccccc1N(C)S(C)(=O)=O	-0.8	-0.1	-3.1	-1.8
O=C1C(N=Nc2ccccc2)=C(O)C2C=CC=CC12 (centres undefined)	0.5	-0.4	-48.8	7.3
CC1CCCCN1C(=O)CCS(=O)(=O)c1cccc2nonc12 (centres undefined)	0.2	-0.1	-17.8	17.0
CCOC(=O)C1=C(C)NC2=C(C(=O)C(C(=O)OC)C(C)C2)C1c1cccc(OCc2ccccc2)c1 (centres undefined)	0.1	-0.1	7.8	-2.1
COc1ccc(Nc2nc(-c3cc(OC)c(OC)c(OC)c3)nc3ccccc23)cc1OC	0.8	0.2	26.9	-2.8
COc1cc(OC)cc(C(=O)NC(=S)Nc2ncccc2C)c1	2.7	0.2	-14.0	2.9
Cc1ccc(N2CCN(c3ncnc4c3c(-c3ccccc3)cn4-c3cccc(Cl)c3)CC2C)cc1 (centres undefined)	0.5	-0.1	3.8	3.3
COC(=O)c1cn(NC(=O)COc2cccc(C)c2)c(=O)c2ccccc12	-0.7	0.0	10.2	-11.9
O=C(NCC1(c2ccccc2)CCCC1)c1cc2ccccc2o1	0.1	-0.1	-6.9	-2.1
COc1ccc(C)cc1NS(=O)(=O)c1ccc2c(c1)CCN2C(C)=O	0.2	-0.4	8.9	-2.7
CC(C)=NNC(=O)C(C)Sc1ccccc1 (centres undefined)	-0.3	0.0	-5.0	-2.9
O=C(c1ccccc1)c1ccc(OCC(O)CN2CCN(c3ccccn3)CC2)cc1 (centres undefined)	0.3	0.1	0.2	14.6
CCOC(=O)CNC(=O)NC(C)c1ccc(C)cc1 (centres undefined)	0.5	0.1	9.8	7.0
Brc1ccc2c(c1)c1nc3ccccc3nc1n2CCc1ccccc1	-0.6	-0.1	-3.2	-4.1
CCOc1ccc(C2C(C#N)=C(N)N(c3ccccc3)C3=C2C(=O)CCC3)cc1 (centres undefined)	-0.4	-0.1	6.8	16.0
COc1ccccc1C(=O)Nc1ccnn1C1CCN(Cc2cccc(F)c2)CC1	6.6*	0.0	13.8	-10.3
CCOC(=O)C1=C(C)NC(=O)NC1c1cccc(Br)c1 (centres undefined)	0.1	-0.1	6.2	5.6
Cc1ccc2cc3ncn(-c4ccc([N+](=O)[O-])cc4)c3nc2c1	2.5	0.1	-2.0	4.0
Cc1ccc(-n2sc3c(c2=S)-c2cc(Br)ccc2NC3(C)C)cc1	-0.8	-0.4	-7.6	1.8
CCCNC(=O)c1cc(-c2ccc3c(c2)OCO3)on1	-1.6	0.0	-14.8	-2.2
CSCCC(N=C(NS(=O)(=O)c1ccccc1)c1ccccc1)C(=O)O (centres undefined)	-1.6	0.6	17.5	8.3
COc1ccc(-c2cc(/N=C/C(C(C)=O)=C(/C)O)n(-c3ccccc3)n2)cc1	-4.2	-0.1	-78.9	-4.7
CC(C)OC(=O)c1nnn(-c2nonc2N)c1CN1CCN(c2ccc(F)cc2)CC1	1.1	-0.1	-4.3	4.8
Cc1ccc(C)c(NC(=O)CCN2CCN(c3ccccc3F)CC2)c1	2.3	-0.3	-0.1	-0.8
O=C(NCCN1CCCCCC1)c1ncoc1-c1ccc(Cl)cc1	5.9*	-0.4	6.3	-20.0
Cc1cc(OCC(=O)O)c2cccc(C)c2n1	0.5	0.1	-0.2	9.3
COc1ccc(C(N)=O)cc1NC(=O)c1ccc2c(=O)n(Cc3ccccc3)c(=S)[nH]c2c1	-2.0	0.3	-2.6	13.0
N#C/C(=C\Nc1ccccc1F)c1nc(-c2cccc([N+](=O)[O-])c2)cs1	3.1	0.0	3.2	13.3
Cc1ccn2c(NC(=O)c3cccc(Br)c3)c(-c3ccccc3)nc2c1	-1.1	-0.1	-18.2	-0.4
COc1ccc(NC(=O)c2c(NCc3cccc(OC)c3OC)sc3c2CCC(C)C3)c(OC)c1 (centres undefined)	0.3	-0.3	15.4	-2.0
CCOc1ccc(S(=O)(=O)NCCc2c(C)[nH]c3c(C)cccc23)cc1	-1.0	0.0	-4.5	-6.0
Cc1ccc(/C=N/NC(=O)CCC2(O)CCCC2)o1	0.2	0.8	12.5	37.4
CC(=O)C1=C(O)C(=O)N(CCC(=O)O)C1c1ccc2c(c1)OCO2 (centres undefined)	0.1	-0.1	7.3	9.1
CNc1cc(N2CCN(C(=O)c3ccc(C(C)(C)C)cc3)CC2)ccc1[N+](=O)[O-]	-1.1	0.1	9.3	13.3

2 compounds from above, reduced to FBW7 activator.
SMILES,FBW7 activator
CCOc1ccc(S(=O)(=O)NCCc2c(C)[nH]c3c(C)cccc23)cc1,0.0
Cc1ccc(/C=N/NC(=O)CCC2(O)CCCC2)o1,0.8

The results go on.
SMILES	GPR151 activ	FBW7 activator	TEAD-YAP inh	MITF inh
COc1cc(NC(=S)N2CCC(C(N)=O)CC2)c(OC)cc1Cl	-0.3	-0.3	0.9	0.8
O=C(Nc1ccc(F)cc1Cl)c1noc2c1COc1ccccc1-2	-1.1	-0.2	-20.2	-4.9
Cc1cc(OC(=O)CCc2ccccc2)c([N+](=O)[O-])c(=O)[nH]1	0.3	0.0	13.0	-6.0
CC1CCc2c(sc(NC(=O)CCN3CCOCC3)c2C#N)C1 (centres undefined)	-0.5	0.0	9.8	5.4
COc1cc(C(=O)NC2CCCCCCC2)c([N+](=O)[O-])cc1OC	0.1	-0.1	-5.0	-7.1
Cc1ccc(C)c(-n2ccnc2SCC(=O)O)c1	0.9	-0.1	5.3	-3.7
O=S(=O)(c1ccc(Br)cc1Cl)N1CCN(CCc2ccncc2)CC1	-0.1	0.0	-2.2	75.3*
CCCN(CCC)S(=O)(=O)c1ccc(NC(=O)c2c(OC)cccc2OC)cc1	-0.2	-0.2	10.6	-4.3
CCCSc1ncc(Cl)c(C(=O)NCc2ccc3c(c2)OCO3)n1	-0.5	1.3	5.4	11.0
COc1cc2nc(CN3CCN(C(=O)c4cccs4)CC3)nc(N)c2cc1OC	-1.7	0.1	17.5	21.6
COc1ccc(C(=O)Nc2ccnn2C2CCN(C(=O)C3CCOC3)CC2)cc1 (centres undefined)	5.8*	0.0	-8.2	4.9
COc1cc2c(cc1/C=C1/C(C)=C(C#N)c3nc(N)c(C#N)c(C)c31)OCO2	0.9	-0.1	-5.6	-15.7
CCOC(=O)c1c(C)c(C(=O)Nc2cccc(Cl)c2)c(C)n1CC	-0.1	-0.1	-39.9	5.2
Cc1ccccc1-c1cnc(-c2ccncc2)nc1C1CCCN(C(=O)C2CCOC2)C1 (centres undefined)	0.4	0.0	3.6	-8.9
O=C(Nc1cccc2nonc12)C(F)(F)F	-0.5	-0.2	-2.2	10.1
O=C1N=c2ccccc2=C1c1[nH]c(=S)n(-c2ccccc2)c1O	-0.7	0.1	-4.6	0.3
Cc1ccccc1Cn1c(N2CCC(C)CC2)nc2c1c(=O)n(C)c(=O)n2C	0.0	0.0	3.3	13.7
CCCCCCCCNC(=O)Cc1c(C)n(C(=O)c2ccc(Cl)cc2)c2ccc(OC)cc12	4.3	·	·	-15.1
NC(=O)N/N=C/c1c2ccccc2cc2ccccc12	1.2	2.0*	3.4	16.6
COc1cccc(-n2cc(C(=O)NCCC(=O)Nc3cccc(Cl)c3)c3ccccc3c2=O)c1	0.4	-0.1	2.2	-9.2
O=C(Nc1nnc(COc2ccc(Cl)cc2)s1)c1cc(S(=O)(=O)N2CCOCC2)ccc1Cl	0.2	0.8	-4.7	30.6
CSc1cccc(C(=O)Nc2cc(C)on2)c1	-0.8	0.2	-40.4	-3.9
CCCc1cc(=O)oc2cc(OCc3ccc(C)cc3)ccc12	-0.1	0.0	0.0	-11.5
C/C(=N\Nc1ccc(S(N)(=O)=O)cc1[N+](=O)[O-])c1ccc(Br)cc1	2.5	0.0	4.8	1.9
Cc1cc(OCc2nc(-c3cccnc3)no2)c(C)cc1Br	-0.8	-0.1	-1.0	-0.3
O=S(=O)(NCC1CCCO1)c1ccc(Cc2ccc(S(=O)(=O)NCC3CCCO3)cc2)cc1 (centres undefined)	-1.2	-0.1	42.7*	3.4
CCc1c(C(C)=O)oc2ccc3c(C)cc(=O)oc3c12	0.5	-0.1	-2.6	1.9
c1ccc(Cc2nc(NC3CCN(Cc4ccccc4)CC3)c3c4c(sc3n2)CCCC4)cc1	-0.5	-0.2	14.2	-0.3
COc1cccc(NS(=O)(=O)c2ccc3c(c2)[C@H]2C=CC[C@H]2[C@@H](c2ccccc2Cl)N3)c1	-0.2	0.1	-5.3	10.5
O=C(Cc1ccc(Cl)cc1)Nc1nc2ccc([N+](=O)[O-])cc2s1	0.0	0.2	11.1	-39.6
Cc1cccc(-n2c(Cn3nc(C)c(Cl)c3C)n[nH]c2=S)c1	-0.9	0.4	-4.7	8.7
CCCCC1CCC(C(=O)Nc2c3c(nn2-c2ccc(Cl)cc2)CS(=O)(=O)C3)CC1 (centres undefined)	1.1	0.1	1.2	2.0
CC(=O)c1cccc(S(=O)(=O)NCCCN2CCOCC2)c1	0.9	-0.1	0.0	-1.4
Clc1ccc2c(c1)C1C=CCC1C(c1cccc(Cl)c1Cl)N2 (centres undefined)	1.9	0.0	15.7	-4.2
Cc1ccc(CN(Cc2ccco2)C(=S)NCC(=O)NCc2ccc3c(c2)OCO3)cc1	1.2	-0.2	6.8	6.0
CCc1cccc(C)c1NC(=O)c1cc2ccccc2o1	-0.9	0.1	4.9	5.4
CC(=O)NC(=S)NNC(=O)COc1ccccc1	-0.6	-0.2	-4.2	4.3
CCC1CN(CC(=O)N2CCOCC2)Cc2ccc(Cl)cc2O1 (centres undefined)	-1.0	-0.1	3.0	-0.1
